KDM4E inh – blocks human JMJD2E demethylase activity; B2RXH2; JMJD2E catalytic domain, FDH-coupled NADH fluorescence (FDH is formaldehyde dehydrogenase); Potency, µM (highest dose often 57.1 µM), for inactives: at the top dose activity change, negative = inhibition, hits mostly inhibitors; 1.6% of 230,000 active; active = well fitted inhibition curve with a large enough effect, not every such curve was filed as active; inconclusive = small, poorly fitted or top-dose-only effect, or another doubt; inactive = no such curve, though single readings can be large or run the other way;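 note: 0% = wells with enzyme and -100% = buffer wells without enzyme; nearly all actives have a fitted effect of over 50% in size; many of its hits are not listed in these tables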
Target sequence (B2RXH2 1-337 limits assumed): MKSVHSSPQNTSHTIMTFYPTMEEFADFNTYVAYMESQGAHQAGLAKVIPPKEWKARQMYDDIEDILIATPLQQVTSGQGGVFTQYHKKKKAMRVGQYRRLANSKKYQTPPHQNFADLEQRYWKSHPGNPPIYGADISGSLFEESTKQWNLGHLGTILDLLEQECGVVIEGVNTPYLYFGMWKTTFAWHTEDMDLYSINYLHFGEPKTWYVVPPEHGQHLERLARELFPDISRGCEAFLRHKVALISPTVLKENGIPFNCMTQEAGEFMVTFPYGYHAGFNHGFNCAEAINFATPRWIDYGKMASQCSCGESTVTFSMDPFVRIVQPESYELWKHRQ
Tau ThT inhib – blocks human tau fibril formation measured by thioflavin T; recombinant tau K18 P301L, heparin-induced fibrillization, ThT fluorescence; Potency, µM (doses to about 57.4 µM), for inactives: at the highest dose activity, negative = inhibition, most hits filed as inhibitors; 2.1% of 270,000 active; AID 1460; note: nearly all actives have a fitted effect of over 55% in size
Target sequence (P10636 561-689 P618L limits assumed): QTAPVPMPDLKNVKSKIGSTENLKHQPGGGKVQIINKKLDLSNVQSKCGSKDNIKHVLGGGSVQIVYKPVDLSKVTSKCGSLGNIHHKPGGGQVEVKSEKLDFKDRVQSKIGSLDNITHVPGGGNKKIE
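ThT emission at 510 nm, taken 1 hr after adding 30 uM dye, quantifies aggregates formed when 20 uM heparin acts on human tau K18 P301L for 6 hr at 37 C.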
TRb-SRC2 inh – disrupts binding of human TR beta to SRC2; P10828; 0.065% of 280,000 active; Potency, µM (top dose mostly 106 µM), inactives show at the highest dose activity change, negative = inhibition, most hits filed as inhibitors; TRbeta-SRC2 peptide binding, fluorescence polarization; receptor liganded with 1 µM T3;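 note: plate controls were bound peptide for no effect and peptide without receptor for full effect; nearly all actives have a fitted effect of over 50% in size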
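Quantitative HTS by FP: 0.6 uM TRb LBD, 20 nM labeled SRC2 20-mer, 1 uM T3, 5% DMSO; 5 hr ambient incubation; % activity per concentration and potencies from concentration series.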
TR SRC2 fluor cs – Texas Red fluorescence interference in TRb-SRC2 counter-screen; Potency, µM (titrated, usually from 106 µM), without a hit: at the top dose fluorescence change, negative = quenching; TRb/SRC2 Texas Red total fluorescence interference; 0.29% of 280,000 active; AID 1479; active = well fitted curve in either direction with a large enough effect; inconclusive = small, poorly fitted or top-dose-only effect
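Human TRβ ligand-binding domain (0.6 uM) and Texas Red SRC2 peptide (20 nM) in Tris buffer with 1 uM T3 and 5% DMSO were incubated with pinned compound for 5 hr at ambient temperature. Total fluorescence was computed as S + 2P (555/632 nm).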
RECQ1 inh – inhibitors of human RECQ1 DNA helicase; P46063; RECQ1 DNA unwinding, red fluorescence kinetic read; Potency, µM (titrated, usually from 57.3 µM), for the others: at the highest dose activity, negative = inhibition, usual class: inhibitors; 0.54% of 240,000 active;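 note: plate controls were vehicle for no effect and no enzyme for full effect; nearly all actives have a fitted effect of over 30% in size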
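RECQ1T1 50 nM; forked duplex (20 bp + 30-nt ss tails) 200 nM, ATP 2 mM final; pH 8.0, 2 mM MgCl2, 2.5 ug/ml poly(dI-dC); 15 min compound preincubation; discontinuous kinetic read over 2 h at RT.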
Tau FP inhib – blocks human tau fibril formation measured by polarization. K18 P301L tau heparin fibrillization, Alexa594 FP, 6 h. Potency, µM (titrated, usually from 57.7 µM), for inactives: at the top dose activity, negative = inhibition, usual class: inhibitors. 0.39% of 280,000 active. AID 1468; note: nearly all actives have a fitted effect of over 55% in size
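Read-out: fluorescence polarization of Alexa 594-labeled tau (0.24 uM), 555 nm excitation, 632 nm emission. Mixtures held 15 uM unlabeled K18 P301L, compound and 20 uM heparin, pH 7 acetate buffer, incubated 6 hr at 37 C.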
GoLoco inh red – inhibitors of human Gai1-RGS12 GoLoco interaction (red fluorophore) | 0.44% of 230,000 active | P63096 | Potency, µM (titrated, usually from 61.6 µM), for inactives: at the top dose activity, negative = inhibition, most hits filed as inhibitors | Gai1:RGS12 GoLoco peptide FP, rhodamine, 10 min | AID 880; active = well fitted inhibition curve with a large enough effect, not every such curve was filed as active; inactive = no such curve, though single readings can be large or run the other way; note: nearly all actives have a fitted effect of over 30% in size; many of its hits are not listed in these tables
Target sequence (P63096 whole entry, looked up): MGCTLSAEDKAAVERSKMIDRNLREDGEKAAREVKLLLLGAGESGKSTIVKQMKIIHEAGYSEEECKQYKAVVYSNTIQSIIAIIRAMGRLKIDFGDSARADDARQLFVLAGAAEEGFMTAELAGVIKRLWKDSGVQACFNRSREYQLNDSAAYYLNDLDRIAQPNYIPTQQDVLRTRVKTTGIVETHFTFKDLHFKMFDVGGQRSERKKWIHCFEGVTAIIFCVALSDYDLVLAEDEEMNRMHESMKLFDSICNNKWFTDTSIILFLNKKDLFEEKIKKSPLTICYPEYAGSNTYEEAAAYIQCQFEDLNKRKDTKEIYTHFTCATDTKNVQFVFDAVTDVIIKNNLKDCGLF
L3MBTL1 block – inhibitors of human L3MBTL1 | Q9Y468 | AlphaScreen L3MBTL1–H3K9me1 peptide binding | Potency, µM (titrated, usually from 57.1 µM), for the others: at the highest dose activity, negative = inhibition, most hits filed as inhibitors | 0.66% of 230,000 active | AID 485360; note: nearly all actives have a fitted effect of over 60% in size
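Read-out is AlphaScreen signal from streptavidin donor and nickel chelate acceptor beads (10 ug/mL final each) bridging L3MBTL1 (50 nM) and biotinylated K9-monomethylated H3(1-15) peptide (75 nM), after 30 min compound exposure at room temperature.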
Active calls of the source: *; i = inactive; ? = inconclusive; . = no result given; [ ] = dose if it differs, or a comment. Unless noted, calls come from the whole dose curve; as a rule, active = well fitted curve in the direction sought with a large enough effect; inconclusive = small, poorly fitted or top-dose-only effect, or another doubt; inactive = no such curve, though single readings can be large; an effect the other way counts as inactive or inconclusive. Unless noted, % is set by controls: 0 for no effect and ±100 for the full control effect; potency is the fitted concentration of half-maximal effect. The list is partial; count on the stated rates, not on these rows.

SMILES | KDM4E inh | Tau ThT inhib | TRb-SRC2 inh | TR SRC2 fluor cs | RECQ1 inh | Tau FP inhib | GoLoco inh red | L3MBTL1 block
COc1ccc(/C=N/NC2=NCCCCC2)c(OC)c1 | ? | -0.9% | -8.2% | -1.5% | -2.0% | 6.9% | 6.2% | -0.5%
COc1ccc(NC(=O)Cn2c(=O)n(C(C)C)c(=O)c3oc4ccccc4c32)cc1Cl | . | 7.2% | 2.0% | 0.4% | . | ? | . | .
O=C(COc1ccccc1)N1CCc2ccccc21 | 2.4% | ? | -0.5% | -1.5% | -4.6% | ? | 12.5% | 11.3%
Cc1cc(NC(=O)CSc2nnc3ccccn23)no1 | -25.5% | 0.6% | -4.9% | -0.9% | -1.1% | -5.5% | -2.9% | .
O=C(N/N=C\c1cn[nH]c1-c1ccccc1)c1ccc([N+](=O)[O-])cc1 | -0.9% | ? | -7.4% | -5.3% | -3.7% | 7.7% | 3.5% | -0.6%
COc1cc(C(c2sc3nc(C)nn3c2O)N2CCOCC2)cc(OC)c1OC (stereo unspecified) | -7.5% | 0.0% | 4.2% | 0.0% | -4.0% | 5.6% | -5.1% | 3.0%
COc1ccc(OCCn2cnc(Cl)c2Cl)cc1 | 11.7% | ? | 1.3% | -1.1% | -4.7% | -10.4% | -1.8% | -16.7%
COc1ccc(CCNC(=O)c2cc3c(=O)n(C)c4ccccc4c3n2C)cc1OC | ? | . | -2.7% | -1.8% | i | -4.8% | 9.5% | .
Cn1cnc2c(NCc3ccco3)ncnc21 | 10.8% | -8.6% | 2.5% | -1.8% | -6.6% | 5.7% | 7.5% | 7.7%
CCCn1c(CCC(=O)Nc2ccccc2OC)nc2cccnc21 | . | -2.7% | 2.4% | -0.8% | . | -2.0% | . | .
Cc1ccccc1S(=O)(=O)c1c(C)cc(C)n(C)c1=O | ? | 4.4% | -5.9% | -3.5% | -1.1% | 8.8% | 2.9% | ?
COC(=O)c1cccc(C23CC4(C2)[C@H](CN(CC2CCCCC2)[C@@H]4c2ccccc2)C3c2ccc(C(F)(F)F)cc2)c1 (stereo partly specified) | -26.1% | ? | 5.3% | 0.9% | -0.5% | -1.8% | 0.4% | .
COc1cc(C(=O)N(Cc2cccnc2)c2nc3cc(C)c(C)cc3s2)cc(OC)c1OC | . | -3.1% | 4.5% | -0.1% | . | -8.1% | . | .
CS(=O)(=O)N1CCN(C(=O)NC2CCCCC2)CC1 | 9.1% | -9.7% | -3.4% | 1.2% | -4.1% | -5.0% | -4.8% | 0.6%
CC1CCN(CCCCOc2ccccc2-c2ccccc2)CC1 | 2.7% | -7.4% | -4.6%[53 µM] | 1.3%[53 µM] | 3.0% | -2.1% | -10.3% | -8.4%
CN(Cc1ccccc1)C(=O)C1CCN(S(=O)(=O)Cc2ccccc2)CC1 | . | -6.1% | 10.8% | -2.5% | . | -5.9% | . | .
C=CCn1c(Cc2cccs2)nnc1SCC(=O)Nc1cccc(OC)c1 | 1.9% | -9.6% | -2.7% | -0.7% | 2.5% | -1.6% | 4.5% | -2.6%
COc1ccc(CCn2c(=O)c3cccnc3n(Cc3cccc([N+](=O)[O-])c3)c2=O)cc1OC | 2.7% | 3.4% | -4.4% | 4.9% | 7.1% | -0.2% | -14.0% | ?
CCOC(=O)c1ccc(NC(=O)c2noc3c2CCCC3)cc1 | . | ? | -10.1% | -1.5% | . | -9.6% | . | .
CCCCN(C)C(=O)CN1C(=O)CCn2nc(-c3cn(C)c4ccccc34)cc21 | . | -9.2% | -16.4% | ? | . | 4.6% | . | .
CCn1c(=O)c2cc(C(=O)NCCCN3CCN(c4ccc(F)cc4)CC3)sc2c2ccccc21 | . | ? | -9.1% | -1.1% | . | -11.8% | . | .
CC(=O)Nc1ccc(C)cc1NC(C)=O | 1.5% | 8.1% | 5.4% | -0.6% | -0.3% | 8.3% | -0.1% | 27.4%[11.4 µM]
COC(=O)CC(NC(=O)c1ccco1)c1cccc2ccccc12 (stereo unspecified) | -9.6% | -8.8% | -0.6% | -2.7% | -13.6% | 0.5% | 1.5% | .
O=C(Nc1ccc(F)cc1)c1ccccc1F | 4.4% | -3.7% | -20.8% | 0.6% | 8.7% | 2.5% | 9.1% | .
CCOC(=O)c1ccccc1NC(=O)CSc1ccc(-c2cccs2)nn1 | . | ? | 6.6% | -1.8% | . | 4.4% | . | .
CC1=NN(c2ccccc2)C(=O)/C1=C/N(C)C | ? | -8.9% | -15.7% | -2.0% | -2.5% | -11.9% | 0.8% | -9.3%
COc1ccc(Oc2ncccc2[N+](=O)[O-])cc1 | 0.0% | -13.9% | -7.0% | -2.6% | i | 4.8% | -6.8% | -10.2%
Cc1c([N+](=O)[O-])c([N+](=O)[O-])nn1CC(=O)N1CCOCC1 | 5.8% | -7.4% | 0.7% | -2.2% | -0.1% | 2.7% | 4.1% | .
CCc1nnc(NC(=O)CSc2nc(C)c3c(c2C#N)CCCC3)s1 | ? | ? | 4.3% | -6.8% | i | 4.7% | . | 16.3%
COC(=O)c1ccccc1NC(=O)c1ccco1 | 2.2% | -5.2% | -2.2% | 1.4% | i | 4.8% | -11.7% | 15.9%
O=C(Nc1ccon1)c1ccc2c(c1)OCO2 | ? | -5.7% | -7.6% | -2.5% | i | 7.0% | -2.1% | 5.0%
CCC(=O)Nc1cccc(C2=NOC3(C2)C[C@H](C(N)=O)N(C(=O)CC#N)C3)c1 (stereo partly specified) | -5.9% | 1.8% | -2.0% | -1.9% | i | -6.4% | -9.4% | .
O=S(=O)(c1ccccc1)N1CCN=C1SCc1cccnc1 | -6.6% | -5.3% | -1.1% | 3.5% | -13.9% | 1.1% | 8.6% | .
Cc1ccc(CN2CCC(CNC(=O)Nc3cccc(Cl)c3C)C2)cc1 (stereo unspecified) | . | 6.4% | 0.9% | -2.0% | . | 2.4% | . | .
Cc1cccc(C(=O)NCC(=O)OCc2cc(=O)n3nc(C)sc3n2)c1 | . | -9.8% | -8.4% | 0.3% | . | 7.5% | . | .
NS(=O)(=O)c1ccc(NC(=O)c2ccc(-c3ccccc3)cc2)cc1 | -19.8% | -5.5% | -3.8% | -5.2% | ? | ? | 16.4% | -7.0%
CN1C(=O)N(C)c2ccc(C=O)c3cccc1c23 | ? | -12.1% | -4.5% | 2.1% | 2.4% | -12.3% | 7.2% | 0.5%
Cc1ccc2oc(=O)c(/C=C(\O)c3sc(C)nc3C)nc2c1 | -4.4% | ? | 6.1% | 2.3% | -2.5% | 6.5% | 17.6% | 0.1%
COc1ccc(Cl)cc1S(=O)(=O)Nc1ccc2[nH]c(=O)[nH]c2c1 | . | -4.0% | 1.6% | -1.4% | . | -3.6% | . | .
CC(c1nnc(SCC(=O)NC(=O)NCc2ccco2)n1-c1ccc(Cl)cc1)N(C)C (stereo unspecified) | -14.8% | -13.0% | -14.3% | 1.7% | -5.1% | -2.5% | -3.7% | -11.9%
CCOCCCNc1nc2c(c(=O)[nH]c(=O)n2C)n1CCCc1ccccc1 | -5.0% | -9.9% | -13.8% | 1.2% | -7.2% | 7.0% | -5.3% | 3.2%
Cc1nn(C)c2c1c(C(F)(F)F)cc(=O)n2CC(=O)NCc1ccc(OC(C)C)cc1 | . | -8.5% | -21.7% | ? | . | 11.3% | . | .
O=C1C(=O)N(Cc2cccnc2)C(c2ccccn2)/C1=C(/O)c1ccc(Br)cc1 (stereo unspecified) | -3.7% | -12.7% | -0.7% | 0.1% | -6.3% | -1.9% | -2.6% | 2.1%
CC1=C(C(=O)OCc2ccccc2)C(/C=C/c2ccccc2)N2C(=O)CCSC2=N1 (stereo unspecified) | -8.9% | -4.3% | -7.8% | 0.8% | -10.3% | -0.3% | -0.5% | -2.8%
N#CC1=C(N)Oc2nc[nH]c(=O)c2C1c1cccs1 (stereo unspecified) | 2.5% | -3.6% | -4.0% | -1.3% | -15.0% | 0.3% | 4.9% | 2.0%

Sorted by count of non-hydrogen atoms (falling): part of the list above
SMILES | KDM4E inh | Tau ThT inhib | TRb-SRC2 inh | TR SRC2 fluor cs | RECQ1 inh | Tau FP inhib | GoLoco inh red | L3MBTL1 block
CC1=C(C(=O)OCc2ccccc2)C(/C=C/c2ccccc2)N2C(=O)CCSC2=N1 (stereo unspecified) | -8.9% | -4.3% | -7.8% | 0.8% | -10.3% | -0.3% | -0.5% | -2.8%
O=C1C(=O)N(Cc2cccnc2)C(c2ccccn2)/C1=C(/O)c1ccc(Br)cc1 (stereo unspecified) | -3.7% | -12.7% | -0.7% | 0.1% | -6.3% | -1.9% | -2.6% | 2.1%
Cc1ccc(CN2CCC(CNC(=O)Nc3cccc(Cl)c3C)C2)cc1 (stereo unspecified) | . | 6.4% | 0.9% | -2.0% | . | 2.4% | . | .
NS(=O)(=O)c1ccc(NC(=O)c2ccc(-c3ccccc3)cc2)cc1 | -19.8% | -5.5% | -3.8% | -5.2% | ? | ? | 16.4% | -7.0%
Cc1ccc2oc(=O)c(/C=C(\O)c3sc(C)nc3C)nc2c1 | -4.4% | ? | 6.1% | 2.3% | -2.5% | 6.5% | 17.6% | 0.1%

Remaining list, next part.
SMILES | KDM4E inh | Tau ThT inhib | TRb-SRC2 inh | TR SRC2 fluor cs | RECQ1 inh | Tau FP inhib | GoLoco inh red | L3MBTL1 block
CCOC(=O)C1Oc2ccccc2C(c2ccccc2)=C1C(C)=O (stereo unspecified) | . | -9.5%[81.4 µM] | 1.3% | 5.9% | -13.1%[81.1 µM] | 6.8%[81.3 µM] | 7.4%[88.7 µM] | .
Cc1ccc2ncc(C(=O)Nc3cccc(C(F)(F)F)c3)c(=O)n2c1 | . | -0.6% | -11.0% | 7.4% | . | 0.4% | . | .
C#CCCCO/N=C1/C[C@@H](O)[C@@H](O)[C@@H]2[C@@H]3C(=O)N(C[C@@H]4CCCO4)C(=O)[C@H]3CC[C@@H]12 | . | -7.4%[11.5 µM] | 1.3%[11.2 µM] | 1.9%[11.2 µM] | 18.2%[11.5 µM] | ? | . | .
CCOc1ccccc1CNC(=O)c1oc2c(c1C)-c1nn(Cc3cccc(Cl)c3)cc1CC2 | . | ? | -5.0% | -15.3% | . | ? | . | .
O=C(CCl)NC1CCCc2ccccc21 (stereo unspecified) | 15.3% | -7.5% | 1.0% | -0.7% | i | -7.3% | 7.0% | 4.4%
COCC(=O)N1CCN(c2ccc([N+](=O)[O-])cc2)CC1 | 1.9% | ? | -1.7% | -10.2% | -14.5% | -4.7% | 10.0% | -0.8%
